Bioassay records deposited in PubChem BioAssay by National Center for Advancing Translational Sciences (NCATS).
KinaseGlo FLuc: Kinase-Glo luciferase inhibition (counter-screen) | Kinase-Glo luciferase, ATP luminescence, 8 min | 0.28% of 200,000 active | Q27757 | Potency, µM (series often up to 38.3 µM), for the others: at the top dose activity change, negative = inhibition, hits mostly inhibitors; further: on the % scale 0 is the no-effect control and ±100 the full control effect; nearly all actives have a fitted effect of over 60% in size
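Light output from Kinase-Glo luciferase with luciferin and 10 uM ATP in 50 mM imidazole pH 7.2, KCl, MgCl2, Tween 20, BSA; compound pin-delivered, 8-min ambient incubation, then luminescence read.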
Epigenetic reg: derepresses silenced GFP reporter in murine cells; Potency, µM (series often up to 53.9 µM), inactives show at the highest dose GFP activation, usual class: activators; AID 1865; murine LDR cells, GFP reporter derepression, 30 h; 0.2% of 280,000 active; further: % of control where 0% means no effect; nearly all actives have a fitted effect of over 60% in size
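GFP-positive cell count by laser-scanning cytometry (objects 20–120 um) after 30 h, 37 C compound exposure of murine LDR cells; reporter is CMV-GFP integrated at a silenced locus, inducible by HDAC or DNMT inhibitors.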
NPSR antag: neuropeptide S receptor (human) antagonism, cAMP; 1% of 220,000 active; Q6W5P4; Potency, µM (highest dose often 38.3 µM), inactives show at the top dose activity change, negative = inhibition, hits mostly inhibitors; CHO-NPSR cells, cAMP TR-FRET, antagonist mode; AID 1461; further: on the % scale 0 is the no-effect control and ±100 the full control effect; nearly all actives have a fitted effect of over 50% in size; many of its hits are not listed in these tables
SMN2 splice up: increases expression of the SMN2 splice variant | HEK293 SMN2-luciferase splicing reporter, luminescence, 30-36 h | Potency, µM (titrated, usually from 46.1 µM), without a hit: top-dose activity change, positive = activation, hits mostly activators | 2.8% of 210,000 active; further: % of control where 0% means no effect; nearly all actives have a fitted effect of over 55% in size
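qHTS luciferase splicing reporter: luminescence rises when SMN2 exon 7 is included in transfected HEK293 cells. Compound exposure lasted 30-36 h at 37C, with 4.5 mM final sodium butyrate as control, followed by a ONE-Glo read.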
RGS12 GoLoco inh: inhibitors of human Gai1-RGS12 GoLoco interaction (red fluorophore). P63096. Gai1:RGS12 GoLoco peptide FP, rhodamine, 10 min. Potency, µM (highest dose often 61.6 µM), inactives show at the highest dose activity, negative = inhibition, most hits filed as inhibitors. 0.44% of 230,000 active. AID 880; active means well fitted inhibition curve with a large enough effect, not every such curve was filed as active; inactive means no such curve, though single readings can be large or run the other way; further: on the % scale 0 is the no-effect control and ±100 the full control effect; nearly all actives have a fitted effect of over 30% in size; many of its hits are not listed in these tables
Target sequence (P63096 whole entry, looked up): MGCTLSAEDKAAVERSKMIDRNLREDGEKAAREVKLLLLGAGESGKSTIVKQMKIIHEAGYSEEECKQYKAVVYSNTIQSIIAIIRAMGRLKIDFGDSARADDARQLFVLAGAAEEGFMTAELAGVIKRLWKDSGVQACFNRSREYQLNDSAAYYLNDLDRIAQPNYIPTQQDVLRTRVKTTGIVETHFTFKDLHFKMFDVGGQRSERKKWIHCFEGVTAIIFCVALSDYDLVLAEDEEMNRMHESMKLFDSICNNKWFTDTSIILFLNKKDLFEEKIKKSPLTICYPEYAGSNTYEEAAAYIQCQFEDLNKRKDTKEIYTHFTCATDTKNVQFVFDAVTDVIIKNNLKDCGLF
IMPase Li cell: cell-permeable IMPase inhibitors with lithium potentiation. CHO-M1 cells, IP1 TR-FRET (IP-One), carbachol + lithium. Potency, µM (titrated, usually from 59.4 µM), inactives show at the highest dose activity, negative = IMPase inhibition, hits mostly inhibitors. 0.35% of 210,000 active. AID 1457;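 further: IP1 builds up when IMPase is blocked and the TR-FRET signal falls; plate controls were basal vehicle for no effect and high inhibitor control for full effect; nearly all actives have a fitted effect of over 50% in size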
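Lithium-sensitised IP1 accumulation assay; M1-expressing CHO cells treated 30 min at 37C with compound. Competitive antibody detection by time-resolved FRET followed a 10 min room-temperature lysis step.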
KDM4E inh: inhibitors of human JMJD2E histone demethylase. B2RXH2. JMJD2E catalytic domain, FDH-coupled NADH fluorescence (FDH is formaldehyde dehydrogenase). Potency, µM (top dose mostly 57.1 µM), for inactives: top-dose activity change, negative = inhibition, most hits filed as inhibitors. 1.6% of 230,000 active; active means well fitted inhibition curve with a large enough effect, not every such curve was filed as active; inconclusive means small, poorly fitted or top-dose-only effect, or another doubt; inactive means no such curve, though single readings can be large or run the other way;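 further: 0% = wells with enzyme and -100% = buffer wells without enzyme; nearly all actives have a fitted effect of over 50% in size; many of its hits are not listed in these tables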
RECQ1 helicase: inhibitors of human RECQ1 DNA helicase; P46063; RECQ1 DNA unwinding, red fluorescence kinetic read; Potency, µM (titrated, usually from 57.3 µM), for the others: at the highest dose activity, negative = inhibition, usual class: inhibitors; 0.54% of 240,000 active; AID 2549;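 further: plate controls were vehicle for no effect and no enzyme for full effect; nearly all actives have a fitted effect of over 30% in size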
Target sequence (P46063 whole entry, looked up): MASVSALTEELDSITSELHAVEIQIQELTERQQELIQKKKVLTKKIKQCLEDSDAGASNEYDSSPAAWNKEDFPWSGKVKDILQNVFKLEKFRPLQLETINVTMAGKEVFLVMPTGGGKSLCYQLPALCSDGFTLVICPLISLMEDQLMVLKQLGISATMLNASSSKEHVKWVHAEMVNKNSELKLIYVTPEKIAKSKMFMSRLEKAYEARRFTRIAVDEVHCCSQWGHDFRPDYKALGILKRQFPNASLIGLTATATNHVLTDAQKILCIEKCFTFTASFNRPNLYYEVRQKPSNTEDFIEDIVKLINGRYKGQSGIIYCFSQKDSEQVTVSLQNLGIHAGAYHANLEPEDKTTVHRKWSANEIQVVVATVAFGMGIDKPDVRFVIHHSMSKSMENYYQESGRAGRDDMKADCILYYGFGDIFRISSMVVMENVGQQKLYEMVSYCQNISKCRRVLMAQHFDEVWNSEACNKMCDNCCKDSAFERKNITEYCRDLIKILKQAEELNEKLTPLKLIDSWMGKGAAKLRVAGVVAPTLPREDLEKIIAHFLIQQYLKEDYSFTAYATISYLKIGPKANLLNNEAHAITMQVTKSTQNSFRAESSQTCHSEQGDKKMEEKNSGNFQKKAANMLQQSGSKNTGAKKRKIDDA
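RECQ1T1 50 nM; forked duplex (20 bp + 30-nt ss tails) 200 nM, ATP 2 mM final; pH 8.0, 2 mM MgCl2, 2.5 ug/ml poly(dI-dC); 15 min compound preincubation; discontinuous kinetic read over 2 h at RT.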
Active calls of the source: *; i = inactive; ? = inconclusive; . = no result given; & = joins results of further samples; [ ] = another dose, or the depositor's remark. Unless noted, the call rests on the fitted dose curve; in most records, active means well fitted curve in the direction sought with a large enough effect; inconclusive means small, poorly fitted or top-dose-only effect, or another doubt; inactive means no such curve, though single readings can be large; an effect the other way counts as inactive or inconclusive. Potency means the concentration at half of the fitted maximal effect.

SMILES | KinaseGlo FLuc | Epigenetic reg | NPSR antag | SMN2 splice up | RGS12 GoLoco inh | IMPase Li cell | KDM4E inh | RECQ1 helicase
COc1ccc(-c2cc(C(=O)Nc3cnn(Cc4ccccc4C)c3)no2)cc1OC | -4% | 1.4% | -5%[46.1 µM] | 13% | -14% | -6%[38.3 µM] | ? | -7%
CCn1c(COc2ccccc2)nnc1SCC(=O)Nc1ccc2c(c1)OCCO2 | 2% | -1.0% | -15%[46.1 µM] | 18% | 1% | 8%[38.3 µM] | 20% | -4%
Cc1nn(C)c(C)c1CN(C)C(=O)c1nn2c(c1Br)NC(c1cccs1)CC2C(F)(F)F (stereo not given) | -3% | -0.9% | -26% | -20% | 5% | 0% | 7% | -8%
CCCCCC1CC(=O)N(Cc2ccc(Cl)cc2)C(=O)N1 (stereo not given) | -3% | 0.0% | -8%[46.1 µM] | -21% | 1% | 0%[38.3 µM] | 6% | -17%
CCCCN1CN(S(=O)(=O)c2cccs2)c2nc3ccccc3nc21 | -2% | -2.0% | ? | 4% | -5% | 17%[38.3 µM] | ? | -15%
COC(=O)c1c(C)oc2ccc(N(C(=O)Oc3ccccc3)S(=O)(=O)c3ccc(Cl)c([N+](=O)[O-])c3)cc12 | -6% | -3.0% | -5% | -54%[inhibitor] | 7% | -5% | 0% | 0%
CN1CCN(Cc2cccc(Oc3ccc(Cl)cc3)c2)CC1 | 0% | -0.2% | 23%[46.1 µM] | -19% | 0% | 13%[38.3 µM] | -3% | -5%
CCN1C(=O)/C(=C/c2ccc(C)s2)SC1=Nc1ccc(OC)cc1 | -3% | -1.1% | -25%[46.1 µM] | 1% | 6% | 17%[38.3 µM] | 1% | -5%
CS(=O)(=O)N1CCN(c2ccc(NC(=O)Cc3ccccc3)cc2)CC1 | 20% | 0.0% | -1%[46.1 µM] | -8% | -29% | 41%[activator][38.3 µM] | -1% | -2%
Cc1ccc(C(NC(=O)c2ccccc2)C(Cl)(Cl)Cl)cc1 (stereo not given) | 3% | 2.6% | -36% | -53%[inhibitor] | -8% | 4% | 13% | -3%
O=C(N/N=C/c1c[nH]c2ccccc12)c1ccn(Cc2ccc(Cl)cc2)n1 | -1% | -0.9% | -10%[46.1 µM] | -3% | 4% | 1%[38.3 µM] | -16% | ?
Ic1ccc2c(c1)N(c1ccccc1)c1cc(Nc3ccc4nc5ccc(I)cc5[n+](-c5ccccc5)c4c3)ccc1N2 | -11%[7.66 µM] | . | . | -11%[9.22 µM] | 42%[activator][14.2 µM] | 6% | . | .
Cc1[nH]n(-c2cccc(Cl)c2)c(=O)c1-c1ccc(Cl)cc1 | -1% | -0.5% | -2%[46.1 µM] | -53%[inhibitor] | 10% | 53%[activator][38.3 µM] | 8% | i
CCCCC(=Nc1ccc(N)cc1)C1=C(O)C(C(=O)OC)C(C)(C)CC1=O (stereo not given) | -6% | 3.0% | -21%[46.1 µM] | 9% | 25µM* | 58%[activator][38.3 µM] | ? | -21%
COc1ccccc1NC(=O)N1CCC(c2nc3cc(C)c(C)cc3[nH]2)CC1 | -5% | -0.8% | -11%[46.1 µM] | 12% | -4% | 0% | 2% | -12%
CC(=O)Nc1ccc(-c2csc(NC(=O)C3CC(=O)N(c4ccc5c(c4)OCCO5)C3)n2)cc1 (stereo not given) | . | -1.7% | -10% | . | 9% | . | -16% | -12%
CC(C)(C)c1cc(C(C)(C)C)cc(S(=O)(=O)CCc2ccccn2)c1 | -2% | -0.8% | ? | -2% | -4% | 39%[activator][38.3 µM] | 5% | -6%
COc1ccc(CCN(C(=O)C(F)(F)F)C(C(=O)NC2CCCC2)c2cccs2)cc1OC (stereo not given) | 3% | 2.5% | -24%[46.1 µM] | 5% | -8% | 43%[activator][38.3 µM] | 0% | -8%
COc1ccc(N2C(=O)CC(SCCc3nc4ccccc4[nH]3)C2=O)cc1 (stereo not given) | -1% | -1.1% | -14%[46.1 µM] | -19% | 1% | -2%[38.3 µM] | -9% | 16%
CCOC(=O)c1sc2nc(N3CCOCC3)c3c(c2c1N)CCCC3 | 15% | 4.2% | -29%[7.67 µM] | -25% | 7% | -26%[38.3 µM] | ? | -5%

Reprinted from the results shown for reference:
SMILES | KinaseGlo FLuc | Epigenetic reg | NPSR antag | SMN2 splice up | RGS12 GoLoco inh | IMPase Li cell | KDM4E inh | RECQ1 helicase
CC(=O)Nc1ccc(-c2csc(NC(=O)C3CC(=O)N(c4ccc5c(c4)OCCO5)C3)n2)cc1 (stereo not given) | . | -1.7% | -10% | . | 9% | . | -16% | -12%
CC(C)(C)c1cc(C(C)(C)C)cc(S(=O)(=O)CCc2ccccn2)c1 | -2% | -0.8% | ? | -2% | -4% | 39%[activator][38.3 µM] | 5% | -6%
COc1ccc(CCN(C(=O)C(F)(F)F)C(C(=O)NC2CCCC2)c2cccs2)cc1OC (stereo not given) | 3% | 2.5% | -24%[46.1 µM] | 5% | -8% | 43%[activator][38.3 µM] | 0% | -8%
COc1ccc(N2C(=O)CC(SCCc3nc4ccccc4[nH]3)C2=O)cc1 (stereo not given) | -1% | -1.1% | -14%[46.1 µM] | -19% | 1% | -2%[38.3 µM] | -9% | 16%
CCOC(=O)c1sc2nc(N3CCOCC3)c3c(c2c1N)CCCC3 | 15% | 4.2% | -29%[7.67 µM] | -25% | 7% | -26%[38.3 µM] | ? | -5%

(next part)
SMILES | KinaseGlo FLuc | Epigenetic reg | NPSR antag | SMN2 splice up | RGS12 GoLoco inh | IMPase Li cell | KDM4E inh | RECQ1 helicase
CC1CC(=O)N(C)c2cc([N+](=O)[O-])ccc2N1 (stereo not given) | 2% | -1.2% | 6% | 13% | 6% | 0% | 0% | -4%
CC(NC(=O)COc1ccccc1)C(=O)NC1=NCCS1 (stereo not given) | -5% | 0.9% | -5%[46.1 µM] | -10% | 6% | 10%[38.3 µM] | 7% | -1%
CSc1ccc(CNc2ccc(Cl)cc2)cc1 | -3% | -1.2% | -19%[46.1 µM] | 15% | 8% | -8%[38.3 µM] | 4% | ?
Cc1ccc(-c2csc(NC(=O)C3CC=CCC3C(=O)O)c2C(=O)OC(C)C)cc1 (stereo not given) | -8% | -4.8% | -15%[46.1 µM] | -9% | 84%[activator] | -2%[38.3 µM] | -12% | i
Cc1oc2c(c1C(=O)Nc1ccc(C(=O)O)cc1)CCCC2 | -3% | 1.6% | -16%[46.1 µM] | 4% | 9% | 5%[38.3 µM] | 1% | i
CCN1C(=O)N[C@@H](c2cccs2)C(C(=O)OC)=C1C | 0%[7.66 µM] | . | . | 8%[9.22 µM] | -3%[14.2 µM] | -5% | -1%[11.4 µM] | i[11.5 µM]
COC(=O)CSc1nc2cc(C)ccc2cc1C#N | 1% | 16µM* | -2%[46.1 µM] | 18µM* | 8% | -6%[38.3 µM] | 2% | -1%
O=S(=O)(Nc1nc2ccccc2nc1N1CCc2ccccc2C1)c1ccc(Cl)cc1 | -1% | -1.1% | -56% | -44%[inhibitor] | 3% | 1% | ? | -12%
CCc1nnc(NC(=O)C2c3ccccc3Oc3ccccc32)s1 | -1% | -3.7% | -20%[46.1 µM] | 9% | -2% | 26% | 3% | i
Cn1cccc1/C=N/n1c(-c2ccccc2)n[nH]c1=S | -2% | -0.9% | -10%[46.1 µM] | -14% | 11% | 9%[38.3 µM] | -9% | i
COc1ccccc1N1CCN(S(=O)(=O)c2cn(C)c(=O)n(C)c2=O)CC1 | 2% | 2.9% | -8%[46.1 µM] | -13% | -8% | -7%[38.3 µM] | 5% | -18%
CCN(CC)S(=O)(=O)c1ccc2nc(SC)sc2c1 | -3% | 4.0% | -19%[46.1 µM] | -11% | -6% | 23%[38.3 µM] | 1% | -9%
O=C(N/N=C\c1ccc(O)c([N+](=O)[O-])c1)c1ccccc1-n1cccc1 | -5% | 1.6% | -5% | -5% | 7% | 1% | -14% | -7%
CC(=O)Nc1ccc(S(=O)(=O)NCCc2ccc(F)cc2)cc1 | -1% | -3.2% | -13%[46.1 µM] | -9% | -5% | -4%[38.3 µM] | -4% | 6%
COc1ccccc1Nc1nc(N)nc(CN2CCc3ccccc3C2)n1 | 2% | 0.0% | -9%[46.1 µM] | 8% | 2% | 8% | ? | -8%
NCCNCCNCCN | 0% | 0.1% | -6% | -23%&4% | 4%&6% | -4%&4% | 99%[activator] | -12%&0%
CCCCOc1ccccc1N | -1% | -1.2% | -3%[46.1 µM] | -2% | -6% | -1%[38.3 µM] | 1% | i
O=C(CCCNS(=O)(=O)c1cccc2nsnc12)NCCc1ccccc1 | 2% | 0.0% | -15%[46.1 µM] | -7% | -6% | 5%[38.3 µM] | 3% | -8%
COC(=O)c1oc2ccccc2c1N | 9% | -0.3% | -10%[46.1 µM] | 5% | -5% | 11%[38.3 µM] | ? | -1%
CCOC(=O)c1ccc(NC(=O)c2nc[nH]c2C(=O)N[C@@H](CC(C)C)C(=O)OCc2ccccc2)cc1 | . | ? | ? | . | -1% | . | -6% | -10%
C=CCn1c(=O)/c(=C/c2ccc(O)cc2)s/c1=C(/C#N)c1nnc2n1CCCCC2 | 2% | -1.0% | ? | 19% | 63%[activator] | 6%[38.3 µM] | 3% | i
Cc1cc(C)nc(N/N=C/c2cc3c(cc2[N+](=O)[O-])OCO3)n1 | 0% | 6.6% | -8% | 13% | -3% | -5% | 0% | 4%
CCOC(=O)c1sc(N(Cc2ccccc2)C(=O)CSc2nnc(C3CC3)n2N)nc1C | 1% | 0.2% | -15%[46.1 µM] | -4% | 5% | 3%[38.3 µM] | 1% | i
CC(C)C(NC(=O)/C=C/c1ccc(F)cc1)C(C)C | -1% | 5.5% | -9%[46.1 µM] | -5% | 6% | 0%[38.3 µM] | 0% | i
COc1ccc(C(=O)OC2CCN(c3ncc(C(F)(F)F)cc3Cl)CC2)cc1 | 5% | -1.2% | -13%[46.1 µM] | -30%[inhibitor] | -4% | -9%[38.3 µM] | -9% | i
CC1Cc2ccccc2N1C(=O)CSc1nc(-c2ccco2)cc(C(F)(F)F)n1 (stereo not given) | -2% | -4.3% | ? | -8% | 6% | -5%[38.3 µM] | 3% | -2%
C=CCN1C(=O)C(CC(=O)Nc2ccccc2)SC1=Nc1ccc(S(N)(=O)=O)cc1 (stereo not given) | 2% | -0.9% | -10%[46.1 µM] | 25% | 2% | 16%[38.3 µM] | 5% | -20%

An excerpt. The share of hits here may be higher or lower than overall.
